# Screening data: PubChem BioAssay, National Center for Advancing Translational Sciences (NCATS)
# Vif-APOBEC3G blk = blocks the Vif interaction with human APOBEC3G; Q9HC16; actives 0.076% (n = 410,000); Potency, µM (series often up to 46.1 µM), for the others: top-dose activity, negative = active, most hits filed as inhibitors; HeLa A3G-eYFP + Vif (tagged APOBEC3G with the HIV-1 protein that degrades it), YFP fluorescence, overnight; AID 602310;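 note: potency is the fitted concentration of half-maximal effect; % is set by controls: 0 for no effect and ±100 for the full control effect; nearly all actives have a fitted effect of over 60% in size; hits raise eYFP signal because A3G escapes Vif-driven loss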
# Target sequence (Q9HC16 whole entry, looked up): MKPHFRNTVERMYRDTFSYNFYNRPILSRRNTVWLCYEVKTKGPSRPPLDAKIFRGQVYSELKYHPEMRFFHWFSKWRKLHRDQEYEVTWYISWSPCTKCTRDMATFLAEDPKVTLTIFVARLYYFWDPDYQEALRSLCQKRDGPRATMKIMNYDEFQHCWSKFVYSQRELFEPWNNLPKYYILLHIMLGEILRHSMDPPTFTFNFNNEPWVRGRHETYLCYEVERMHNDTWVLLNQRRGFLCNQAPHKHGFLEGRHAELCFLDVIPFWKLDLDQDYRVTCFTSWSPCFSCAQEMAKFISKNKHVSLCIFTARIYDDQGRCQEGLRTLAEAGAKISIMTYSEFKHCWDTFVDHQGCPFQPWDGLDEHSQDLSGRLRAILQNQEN
#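 HeLa cells stably expressing Vif and C-terminally eYFP-tagged A3G, seeded overnight at 37 deg C, then exposed to compound by pintool overnight at 37 deg C. Rise in yellow fluorescence (Ex 488/Em 500-530, Acumen) marks blocked Vif-driven A3G degradation.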
# Vif-APOBEC3F blk = blocks the Vif interaction with APOBEC3F; actives 0.2% (n = 390,000); HeLa A3F-eYFP + Vif (tagged APOBEC3F with the HIV-1 protein that degrades it), YFP fluorescence increase; AID 602313; Potency, µM (highest dose often 46.1 µM), for inactives: at the highest dose activity, negative = active; note: potency is the fitted concentration of half-maximal effect; % of control where 0% means no effect; nearly all actives have a fitted effect of over 65% in size
#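 HeLa cells stably expressing Vif plus C-terminally eYFP-tagged A3F were seeded, incubated overnight at 37 deg C, dosed with compound, incubated overnight again at 37 deg C. Yellow fluorescence (Ex 488/Em 500-530) reported blocked Vif-mediated A3F-eYFP degradation.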
# D2 antagonist = antagonists of human D2 dopamine receptor; HEK293 TREx D2 cells, calcium flux, dopamine EC80; inhibition, % at 10 µM; actives 2% (n = 340,000); AID 485344; P14416; in the data active = inhibition above about 30%; note: 0% is about no effect
#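 Overnight-induced (tetracycline, 30 C) HEK293 T-REx cells carrying force-coupled D2 receive a no-wash calcium dye, then compound, then EC80 dopamine at 180 s; signals are read kinetically throughout.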
# ALOX12 inh = inhibitors of human 12S-lipoxygenase ALOX12 | purified 12hLO, xylenol orange hydroperoxide absorbance | Potency, µM (titrated, usually from 108 µM), inactives show at the highest dose activity change, negative = inhibition, usual class: inhibitors | actives 1.1% (n = 580,000); note: potency is the fitted concentration of half-maximal effect; % is set by controls: 0 for no effect and ±100 for the full control effect
# Target sequence (P18054 whole entry, looked up): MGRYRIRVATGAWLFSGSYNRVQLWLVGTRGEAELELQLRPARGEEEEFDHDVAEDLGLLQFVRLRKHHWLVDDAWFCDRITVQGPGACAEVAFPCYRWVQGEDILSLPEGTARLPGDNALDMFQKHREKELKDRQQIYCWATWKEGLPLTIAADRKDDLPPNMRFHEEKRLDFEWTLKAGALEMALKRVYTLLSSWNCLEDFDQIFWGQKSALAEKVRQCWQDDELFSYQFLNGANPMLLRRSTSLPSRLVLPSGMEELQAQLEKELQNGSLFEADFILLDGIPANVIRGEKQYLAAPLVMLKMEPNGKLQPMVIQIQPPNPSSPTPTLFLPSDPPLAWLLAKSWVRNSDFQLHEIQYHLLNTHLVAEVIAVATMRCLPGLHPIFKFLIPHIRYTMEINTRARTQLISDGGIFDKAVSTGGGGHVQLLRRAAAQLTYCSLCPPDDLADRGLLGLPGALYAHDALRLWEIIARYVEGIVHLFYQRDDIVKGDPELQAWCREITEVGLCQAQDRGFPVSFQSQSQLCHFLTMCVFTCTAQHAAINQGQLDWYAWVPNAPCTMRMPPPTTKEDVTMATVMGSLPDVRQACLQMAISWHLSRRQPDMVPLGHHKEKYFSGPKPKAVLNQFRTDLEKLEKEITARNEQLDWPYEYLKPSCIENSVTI
#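 Hydroperoxide product was detected by ferrous iron/xylenol orange as the 573 to 405 nm absorbance ratio. Arachidonic acid at 40 uM (final) was turned over for 30 min at room temperature by 150 nM human 12hLO, pH 7.0 Hepes buffer, after 15 min compound preincubation.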
# GRP78 ERSR act = inducers of ER stress response in human glioma cells; U87-MG GRP78 promoter luciferase reporter, 16 h; Potency, µM, for inactives: top-dose activation, actives largely listed as activators; actives 0.02% (n = 420,000); note: potency is the fitted concentration of half-maximal effect; series mostly up to about 76 µM; % of control where 0% means no effect; nearly all actives have a fitted effect of over 35% in size
#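 Stably transfected U87-MG human glioma cells carrying a GRP78-based luminescent sensor were seeded at 1000 cells/well, pin-dosed with compounds and incubated 16 h. Luciferase reagent was then added, and end-point luminescence was read after 10 min at room temperature.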
# LDHA block = LDHA (human) enzyme inhibition | AID 1347041 | actives 0.15% (n = 480,000) | activity change, % (values are at about 110 or 230 µM) | purified LDHA, NADH/diaphorase-resazurin fluorescence; hits give low values; in the data active = activity change below about -30%; inconclusive = mostly about -25% to -30%;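 note: plate controls were DMSO wells for no effect and wells without enzyme for full effect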
#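 Human LDH5 (2 nM) was incubated with 0.06 mM NADH and 0.2 mM pyruvate for 5 min at room temperature in Tris pH 7.4. Remaining NADH was coupled through diaphorase/resazurin, and resorufin fluorescence was read at 0 and 20 min.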
# D2 ag = agonists of human D2 dopamine receptor | P14416 | HEK293 T-REx D2 cells, calcium flux agonist mode | activation, % at 2 µM | actives 0.53% (n = 340,000) | AID 485358;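 active = activation over 3 SD above normal in the single-dose calcium agonist read, cut at about 30% in these data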; note: 0% is about no effect
#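 Agonism scored from kinetic calcium signal (1 read/sec, 180 s) following compound pin transfer, after a 10 s baseline. Cells: HEK293 Trex line expressing inducible D2 receptor coupled to calcium, dye-loaded after overnight culture at 30 C.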
# ERG-DNA inh = inhibitors of human ERG Ets domain-DNA interaction | fluorescence polarization, His-ERG Ets domain / labelled DNA | Potency, µM (series often up to 76.9 µM), without a hit: at the top dose FP activity, negative = inhibition, usual class: inhibitors | actives 0.028% (n = 370,000); active = well fitted inhibition curve with a large enough effect in the polarisation, with a control signal flat; inconclusive = small, poorly fitted or top-dose-only effect, or effect the other way, or a change in a side signal; inactive = no such curve, though single readings can be large or run the other way; the % refers to the polarisation;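 note: polarization taken with two DNA probes labelled with fluorescein and Texas red; potency is the fitted concentration of half-maximal effect; % of control where 0% means no effect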
#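 His-tagged ERG Ets domain (1 uM in the protein solution; 300mM KCl, 50mM Tris-HCl, 1mM EDTA, 1mM DTT, pH 7.5) received compound, then a probe mix of 5 nM fluorescein-DNA and 100nM Texas-615-DNA. Fluorescence polarization was read for both dyes.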
# RGS4 inhibitor = blocks human RGS4-accelerated GTP hydrolysis | Transcreener GDP fluorescence polarization, RGS4-accelerated GTP hydrolysis | actives 0.039% (n = 390,000) | P49798 | Potency, µM (titrated, usually from 114 µM), inactives show at the top dose activity change, negative = inhibition, most hits filed as inhibitors; note: potency is the fitted concentration of half-maximal effect; % is set by controls: 0 for no effect and ±100 for the full control effect; nearly all actives have a fitted effect of over 75% in size; some results filed as inactive show a strong effect at the top dose
#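 MLSMR compounds (23 nl, pin-transferred) preincubated 10 min at room temperature with a 500nM (2x) first reagent, then RGS4 at 900nM (2x) plus Transcreener GDP mix added; fluorescence polarization (620/688 nm) read before and after 90 min at 30 °C.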
# Numbers without * were called inactive; ? = inconclusive; · = not tested or not shown; & = joins results of further samples; [ ] = dose if it differs, or a comment. Unless noted, calls come from the whole dose curve; as a rule, active = well fitted curve in the direction sought with a large enough effect; inconclusive = small, poorly fitted or top-dose-only effect, or another doubt; inactive = no such curve, though single readings can be large; an effect the other way counts as inactive or inconclusive. Not all compounds are listed; count on the stated rates, not on these rows.
Compound | Vif-APOBEC3G blk | Vif-APOBEC3F blk | D2 antagonist | ALOX12 inh | GRP78 ERSR act | LDHA block | D2 ag | ERG-DNA inh | RGS4 inhibitor
COc1ccc(N(C(=O)c2snc(C(N)=O)c2N)C(C(=O)NC2CCCCC2)c2ccc(C)o2)cc1 (stereo not given) | 3% | 4% | -8 | -5% | -3% | -9 | -0.2 | -1% | 9%
O=C(Nc1ccc2c(c1)oc1ccc(S(=O)(=O)N3CCCC3)cc12)C1CC1 | -17% | -11% | -7 | 19% | -1% | -2 | 0.4 | · | 19%
COc1ccc(NC(=O)C2CC(c3ccccc3O)=NO2)cc1OC (stereo not given) | 2% | 8% | · | -3% | -4% | 0 | · | -18% | -8%
CCCNS(=O)(=O)c1ccc(OCC(=O)NCCCOC)cc1 | 0% | 9% | 30* | 6% | -4% | -1 | 1.3 | -2% | 5%[11.4 µM]
CCOC(=O)C1(CCOc2ccccc2)CCN(Cc2cccc3nonc23)CC1 | -3% | -6% | -2 | -7% | -3% | -2 | -0.3 | -17% | 17%
Cc1ccc(-c2noc(-c3ccc(NCc4ccco4)c([N+](=O)[O-])c3)n2)cc1 | 3% | -15% | · | -17% | -1% | 1 | -1.2 | -1% | 11%
COc1ccc(CCN2C(=O)CN(C3CCCCCC3)C(=O)C2c2ccc(Cl)cc2)cc1OC (stereo not given) | -4% | -8% | · | -20% | -1% | -5 | 1.0 | 7% | 2%
CC(=O)Nc1ccc(NC(=O)C2CC(=O)Nc3ncnn32)cc1 (stereo not given) | 2% | -11% | -7 | 9% | -5% | 1 | -0.5 | 17% | 2%
CN(Cc1cnccn1)C(=O)CC1C(=O)NCCN1Cc1cccc(F)c1 (stereo not given) | -3% | -1% | -2 | ? | -3% | 4 | 0.4 | -8% | -10%
O=C(NN/C(=N/S(=O)(=O)c1ccc(Cl)cc1)c1ccccc1)c1ccc(O)cc1 | 1% | -10% | 13 | -3% | 1% | -2 | 0.8 | -11% | 10%
O=P(OC1CCCCC1)(OC1CCCCC1)C(O)c1cccnc1 (stereo not given) | 1% | 14% | -24 | 77%[activator] | -4% | -2 | 0.2 | -1% | 23%
C/C(=N\NC(=O)c1ccc(Cn2cc([N+](=O)[O-])cn2)o1)c1cccc(NC(=O)C(C)C)c1 | 0% | 4% | -8 | 6% | -1% | -3 | 0.4 | · | -7%
CN(C)S(=O)(=O)Oc1ccsc1C(=O)Nc1ccc(Cl)cc1 | -7% | 3% | -4 | -27% | 1% | 4 | 1.2 | 7% | -52%
CCCCN(C(=O)C1=COCCO1)c1c(N)n(Cc2ccccc2)c(=O)[nH]c1=O | 6% | 3% | 5 | 8% | -5% | -1 | -1.3 | -4% | -12%
CC1CCCC(NC(=O)CSc2ncccn2)C1C (stereo not given) | 1% | 1% | 10 | 276%[activator] | 0% | -2 | 0.2 | -11% | -5%
O=C(CCc1ccc(S(=O)(=O)NCc2ccccc2)cc1)N1CCN(Cc2ccc3c(c2)OCO3)CC1 | 4% | -4% | · | 0% | -5% | 0 | · | -10% | 9%
O=C(Nc1ccc(Cl)c(S(=O)(=O)N2CCOCC2)c1)c1ccc2c(c1)OCO2 | -12% | 14% | · | -9% | 0% | 0 | · | -11% | -10%
CCOC(=O)C1CCN(C(=S)Nc2cccc(C)c2C)CC1 | 0% | 1% | -16 | 8% | -1% | -8 | -1.0 | 4% | 10%
Nc1ccccc1C(=O)N=Nc1[nH]c(N)c2ccccc12 | -9% | -3% | 6 | 5% | -5% | 1 | 0.5 | 16% | 5%
CC(=O)N1CCN(C(=O)CSc2nc3c(cnn3-c3ccccc3)c(=O)[nH]2)CC1 | 1% | 7% | 20 | 0% | -2% | -2 | 0.1 | -9% | -7%
Cc1noc(C)c1COC(=O)Cc1ccc(Cl)cc1 | 2% | 2% | 0 | 0% | 4% | -1 | -1.1 | 4% | -12%
CC1CN(C(=O)COC(=O)c2ccc(S(=O)(=O)N(C)C)cc2)CC(C)O1 (stereo not given) | -3% | -6% | -3 | 2% | -4% | -17 | 2.3 | -3% | 3%
CCOC(=O)CON1C(=O)C(C)(C)N(OCC(=O)OCC)C(=O)C1(C)C | 0% | -12% | -9 | ? | 0% | -5 | 0.2 | 1% | -33%
CCCn1nc(C(=O)Nc2ccc3c(c2)OCCO3)c2ccccc2c1=O | -2% | 1% | -32 | 453%&36%[activator] | 0% | -2&11 | 0.6 | -8%[15.4 µM] | -36%
Cc1cc(=O)[nH]c(SCC(=O)Nc2cccc(C(F)(F)F)c2)n1 | 0% | -2% | 4 | ? | -4% | -5 | -0.6 | -9% | 13%

# Of the compounds above, these have a nitro group on carbon:
Compound | Vif-APOBEC3G blk | Vif-APOBEC3F blk | D2 antagonist | ALOX12 inh | GRP78 ERSR act | LDHA block | D2 ag | ERG-DNA inh | RGS4 inhibitor
Cc1ccc(-c2noc(-c3ccc(NCc4ccco4)c([N+](=O)[O-])c3)n2)cc1 | 3% | -15% | · | -17% | -1% | 1 | -1.2 | -1% | 11%
C/C(=N\NC(=O)c1ccc(Cn2cc([N+](=O)[O-])cn2)o1)c1cccc(NC(=O)C(C)C)c1 | 0% | 4% | -8 | 6% | -1% | -3 | 0.4 | · | -7%

# Next section.
molecule,Vif-APOBEC3G blk,Vif-APOBEC3F blk,D2 antagonist,ALOX12 inh,GRP78 ERSR act,LDHA block,D2 ag,ERG-DNA inh,RGS4 inhibitor
Nc1nc(NCCOCCO)nc(NCc2ccccc2)c1[N+](=O)[O-],-18%,16%,25,0%,-2%,-3,4.9,8%,4%
CN(C)c1ccc(/C=N/N2C(=O)c3ccccc3C2=O)cc1,0%,-28%,13,13%,4%,-8,-0.5,-3%,-7%
CN(N)C(=S)Nc1ccc(Cl)cc1,1%,9%,4,?,-3%,1,1.7,-4%,-15%
CCOc1nc(C)nc(NC(=O)NS(=O)(=O)c2ccccc2Cl)n1,1%,-3%,13,0%,-1%,-3,1.0,7%,42%
Cc1cccc(NC(=O)Cc2ccc(F)cc2)c1,1%,7%,·,0%,1%,-6,·,-2%,10%
O=C(c1ccc(S(=O)(=O)N2CCCC2)cc1)N1CCCC(C(F)(F)F)C1 (stereo not given),1%,1%,3,-23%,-3%,-4,0.2,-5%,14%
O=C(COC(=O)c1ccncc1)Nc1cc(S(=O)(=O)N2CCOCC2)ccc1Cl,-8%,0%,·,0%,0%,3,·,11%,-12%
O=C(NCc1ccc(C(F)(F)F)cc1)c1ccc(-c2ccc(F)c(F)c2)c2ccoc12,-1%,·,·,7%,-2%,-1,·,·,·
Cc1ccccc1C(=O)NNC(=O)C(=O)N1CCCCC1,1%,1%,-5,-7%,-1%,-6,0.8,·,18%
Cc1ccc(C)c(N2CCN(CCCNC(=O)c3nnc(Cc4ccc(F)cc4Cl)o3)CC2)c1,-6%,-6%,·,-18%,-5%,-4,-0.5,-3%,7%
Cc1ccc(NC(=O)N/C=C/c2ccccc2)cc1,-2%,1%,17,3%,2%,0,0.5,2%,-19%
O=C(O)C1CCN(C(=O)c2ccc(Cl)cc2)CC1,-3%,-5%,3,0%,5%,-3,4.7,1%,7%
O=C(Nc1ccc(F)cc1)c1cnccn1,-1%,-1%,·,-9%,-2%,-1,·,·,·
CN(CCCNC(=O)Cn1cc2c(n1)CCCC2)C1CCCCC1,-2%,-4%,·,447%[activator],5%,-12,·,-17%,10%
COc1cc(C=O)ccc1OCCOc1ccccc1[N+](=O)[O-],-3%,1%,-8,-14%,5%,-11,0.7,4%,21%
Cc1ccccc1-n1c(=O)c2c3c(sc2n2cnnc12)CCCC3,0%,-5%,·,?,0%,2&-1,1.2,0%,1%
CC1SCC(=O)N(CC(=O)NCc2ccccc2)C1=O (stereo not given),1%,1%,-16,0%,0%,-1,0.8,-3%,-1%
Cc1ccc(CCNC(=O)C2CCC(=O)N2C2CCCC2)cc1 (stereo not given),1%,-2%,-11,-13%,-2%,-7,0.3,7%,-1%
CCOC(=O)c1cnc2ccc(C)cc2c1Sc1ccccc1C(=O)OC,0%,9%,16,0%,-3%,-3,0.2,0%,12%[11.4 µM]
O=C(NC(=S)Nc1cccc([N+](=O)[O-])c1)c1ccco1,0%,-1%,4,-8%,-1%,-5,0.2,-8%,-14%
O=C1C(=O)N(c2ccccc2)c2ccccc21,0%,-7%,9,26%,0%,16,0.4,-6%,16%
CC1(C)C[C@@H]2C[C@@](C)(CN2C(=O)c2cc(COc3cccc(C(F)(F)F)c3)on2)C1,-2%,5%,1,0%,2%,1,1.8,-2%,-31%
CCOC(=O)Nc1ccc(C(=O)/C=C/c2ccccc2)cc1,-18%,-12%,10,5%,?,0,-2.3,-7%,-14%
